# Screening results deposited in PubChem by several laboratories.
# MrgX1 PAM – positive allosteric modulators of MrgX1, primary screen, HEK293 cells, Fluo-4 calcium flux | Mas-related G-protein coupled receptor member X1 (Homo sapiens), Q96LB2 | FDSS; stronger effect = higher value | B-score at 10 µM | 0.63% of 310,000 active | AID 588675, 2011;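 active = plate-corrected calcium response at least 3 library SD above typical, normal starting fluorescence, not activating the receptor alone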;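 note: compound read alongside a low EC10 to EC30 dose of BAM8-22 agonist; peak minus trough fluorescence over baseline measured at the second addition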
# TRPC4 inh – inhibitors of mouse TRPC4 channel, primary screen, Fluo4 calcium, HEK293 TRPC4beta/mu-opioid cells; DAMGO-evoked Fluo4 calcium flux; stronger effect = lower value; AID 2247, 2010; B-score at 10 µM; Short transient receptor potential channel 4 (Mus musculus), Q9QUQ5; 0.39% of 300,000 active;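 active = B-score over 3 SD under the library average, no early fluorescence shift, positive overall ratio signal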
# Target sequence (Q9QUQ5 whole entry, looked up): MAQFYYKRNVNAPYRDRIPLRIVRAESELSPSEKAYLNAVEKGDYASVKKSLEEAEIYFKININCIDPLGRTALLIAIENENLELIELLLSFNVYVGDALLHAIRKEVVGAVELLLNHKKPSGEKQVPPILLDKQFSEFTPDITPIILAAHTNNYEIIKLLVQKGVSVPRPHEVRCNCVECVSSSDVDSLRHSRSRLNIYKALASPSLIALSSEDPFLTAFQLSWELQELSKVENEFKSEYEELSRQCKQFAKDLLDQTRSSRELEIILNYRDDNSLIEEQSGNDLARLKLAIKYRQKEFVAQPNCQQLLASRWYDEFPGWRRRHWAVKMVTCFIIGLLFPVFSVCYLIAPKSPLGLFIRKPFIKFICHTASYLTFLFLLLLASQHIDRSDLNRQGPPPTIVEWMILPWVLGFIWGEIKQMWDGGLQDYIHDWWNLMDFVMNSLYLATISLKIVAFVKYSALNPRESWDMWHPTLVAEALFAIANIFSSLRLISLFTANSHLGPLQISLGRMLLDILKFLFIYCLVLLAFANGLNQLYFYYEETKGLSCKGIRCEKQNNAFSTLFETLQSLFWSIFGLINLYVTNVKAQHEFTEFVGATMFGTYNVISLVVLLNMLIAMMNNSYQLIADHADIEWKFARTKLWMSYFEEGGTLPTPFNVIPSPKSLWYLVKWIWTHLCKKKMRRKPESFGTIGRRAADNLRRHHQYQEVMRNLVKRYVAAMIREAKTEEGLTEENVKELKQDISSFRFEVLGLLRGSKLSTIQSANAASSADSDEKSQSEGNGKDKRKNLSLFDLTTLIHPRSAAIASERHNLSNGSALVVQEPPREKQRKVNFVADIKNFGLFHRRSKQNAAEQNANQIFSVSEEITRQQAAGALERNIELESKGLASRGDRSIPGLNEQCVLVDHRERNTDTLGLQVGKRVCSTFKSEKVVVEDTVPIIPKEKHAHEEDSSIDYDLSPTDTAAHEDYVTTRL
#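 Assay system: HEK293 cells with stable TRPC4beta plus mu-opioid receptor expression; Probe or stimulus: DAMGO in two steps, submaximal then maximal; Dosing: single-point compound dosing; Measured by: Fluo4 calcium-dye fluorescence, kinetic read; Read-out basis: B score from integrated Fluo4 fluorescence ratio.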
# MrgX1 ag – agonists of human MrgX1 receptor, primary screen, HEK293 cells, Fluo-4 calcium flux; Fluo-4 calcium fluorescence, agonist mode; stronger effect = higher value; B-score at 10 µM; 0.44% of 310,000 active;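 active = calcium response B-score plate-corrected fluorescence ratio at least 3 library SD, with starting fluorescence B-score inside 5 SD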
#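 Assay system: MrgX1-expressing HEK293 cells / Amount: fifteen thousand cells per well / Doses: test compound in the initial addition of three / Timing: cells plated overnight, dye loaded 0.5 h 37 °C, 0.5 h room temperature / Technique: kinetic calcium dye fluorescence, Fluo-4 NW / Control set: positive and negative controls per plate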
# MrgX1 antagonist – antagonists of human MrgX1 receptor, primary screen, HEK293 cells, Fluo-4 calcium flux; AID 588676, 2011; Mas-related G-protein coupled receptor member X1 (Homo sapiens), Q96LB2; B-score at 10 µM; BAM8-22 antagonism; stronger effect = lower value; 1.3% of 310,000 active;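 active = calcium-response B-score plate-corrected more than 3 library SD below zero, starting fluorescence within 5 deviations, no agonist response on first addition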;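 note: peak minus trough fluorescence over baseline after final BAM8-22 challenge near maximal dose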
# HIF act – HIF pathway transcriptional activators, primary screen, cell-based, U2OS HRE-luciferase, luminescence | activation, % at 7.5 µM (by protocol) | U2OS HRE-luciferase reporter; normalized: DMSO 0%, desferrioxamine 100% | 0.32% of 300,000 active;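 active = mean activation of at least 10% of the iron chelator positive control signal, with at least half of replicates also reaching 10%; inconclusive = mean and replicate majority disagree about reaching 10%; inactive = mean and most replicates under 10%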
# TRPC6 act – mouse TRPC6 channel activators, primary screen, cell-based, HEK293, membrane potential dye; 0.13% of 310,000 active; Short transient receptor potential channel 6 (Mus musculus), Q61143; AID 2550, 2010; B-score at 10 µM; HEK293-TRPC6 membrane potential dye fluorescence; stronger effect = higher value;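 active = B-score of the integrated fluorescence ratio above library mean plus 3 SD, and starting fluorescence ratio within library mean plus 5 SD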;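 note: higher score means more depolarization so channel activation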
# PolyA inhibitor – polyadenylation inhibitors in yeast reporter cells, primary screen, luminescence, S. cerevisiae; S. cerevisiae SKY197-pL101 polyadenylation reporter, beta-gal luminescence; efflux-impaired pdr1/pdr3 knockout yeast; score 100 = 6 SD above DMSO; calls only at 12 µM; 0.02% of 300,000 active; AID 1875, 2009;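 active = lowest replicate activity score at least 50, where 100 means six control SD above control mean; inconclusive = lowest score under 50 but half or more replicates reach 50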;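 note: yeast exposed to compound for 9 h at 30 °C; higher score means more reporter readthrough which indicates perturbed polyadenylation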
# AI-2 QS mod – Vibrio harveyi AI-2 quorum sensing modulators, primary screen, JMH597 strain, luminescence/OD600 ratio. activity change, % at 7.5 µM. Vibrio harveyi JMH597 AI-2 luminescence/OD600 ratio, 9 h; stronger effect = lower value; strain lacks LuxN and CqsS sensors; 0 = neutral-control median. 0.4% of 300,000 active; in the data active = activity change below about -75%, passing the limit was not always enough; inconclusive = no clear call, values can overlap the other calls;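 note: luminescence divided by OD600 gain over 9 h not by final OD600 alone; inactives centre near 13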
# TRPC6 inhibitor – mouse TRPC6 channel inhibitors, primary screen, cell-based, HEK293, membrane potential dye | Short transient receptor potential channel 6 (Mus musculus), Q61143 | ACh-evoked depolarization; stronger effect = lower value | B-score at 10 µM | 1.1% of 310,000 active | AID 2553, 2010;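 active = B-score under library mean minus 3 SD, initial fluorescence not abnormally high, positive integrated signal ratio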;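 note: B-score derived from integrated fluorescence ratio over the kinetic read; more negative B-score means stronger inhibition of depolarization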
# TRPC4 potent – positive allosteric modulators of TRPC4, primary screen, cell-based, mouse TRPC4beta, HEK293 mu-opioid, Fluo-4 calcium; B-score at 10 µM; AID 2227, 2009; DAMGO EC20, Fluo-4 Ca2+ flux; stronger effect = higher value; Short transient receptor potential channel 4 (Mus musculus), Q9QUQ5; 0.42% of 310,000 active;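 active = B-score of calcium response area above 5 SD of library B-scores, with initial fluorescence ratio within 5 SD of library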;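 note: B-score of integrated fluorescence ratio over time as area under calcium response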
# TRPC4 act – activators of mouse TRPC4 channel, primary screen, Fluo4 calcium, HEK293 TRPC4beta/mu-opioid cells; Fluo4 calcium fluorescence; stronger effect = higher value; B-score at 10 µM; 0.49% of 310,000 active; AID 2237, 2010; Short transient receptor potential channel 4 (Mus musculus), Q9QUQ5;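 active = B-score above 5 SD of library B-scores, and initial fluorescence ratio not above library mean plus 5 SD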;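 note: positive B-score marks a calcium rise read as TRPC4 activation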
#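 Material: TRPC4beta and mu-opioid receptor HEK293 stable cells | Incubation: 45 min room-temperature Fluo4 loading, 110 s read | Detection: Kinetic Fluo4 calcium fluorescence | Measure: Integrated baseline-normalised fluorescence ratio, converted to per-well B score | Benchmarks: Low control buffer alone, high control maximal DAMGO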
# Starred values were filed as active, the others as inactive; i = inactive; ? = inconclusive. The list is partial (hit frequency here may not be typical).
SMILES,MrgX1 PAM,TRPC4 inh,MrgX1 ag,MrgX1 antagonist,HIF act,TRPC6 act,PolyA inhibitor,AI-2 QS mod,TRPC6 inhibitor,TRPC4 potent,TRPC4 act
CCCCOC(=O)NC1CCS(=O)(=O)C1 (stereo unspecified),i,i,i,i,0.0,i,i,-6.8,i,i,i
CCC1CCCCN1CCCNC(=O)c1ccc(N2CCOCC2)c(NS(=O)(=O)c2ccc(OC)cc2)c1 (stereo unspecified),i,i,i,i,0.3,i,i,12.2,i,i,i
COc1ccc(C(=O)COC(=O)CCS(=O)(=O)c2ccc(C)cc2)c(OC)c1,i,i,i,i,-0.1,i,i,16.0,i,i,i
CC(=O)c1cc(C)ccc1OC(=O)c1ccco1,i,i,i,i,-0.6,i,i,3.9,i,i,i
Cc1snc(SCc2ccc(Cl)cc2)c1C#N,i,i,i,i,0.1,i,i,27.0,i,i,i
CCCCn1c(SCc2ccccn2)nc2c1c(=O)n(C)c(=O)n2C,i,i,i,i,-1.4,i,i,-0.8,i,i,i
CC(C)Cc1nc2oc3c(=O)[nH]cnc3c2c2c1CCC2,i,i,i,i,0.0,i,i,11.3,i,i,i
O=C1NC2(CCCCC2)C(=O)N1Cc1cccc(C(F)(F)F)c1,i,i,i,i,-1.4,i,i,-6.7,i,i,i
CCOC(=O)c1c(NC(=O)COc2ccccc2)sc2c1CC(C)(C)NC2(C)C,i,i,i,i,-1.8,i,i,6.0,i,i,i
CC(=O)N1CCN(c2ccc(Oc3ncnc4sccc34)cc2)CC1,i,i,i,i,-0.4,i,i,9.2,i,i,i
Cc1cc(C(C)(C)C)cc(C)c1C[n+]1ccc2ccccc2c1,i,i,i,i,0.5,i,i,15.6,i,i,i
O=C(C[n+]1cc(Br)cc(Br)c1)c1ccc(-c2ccccc2)cc1,i,i,i,i,0.9,i,i,-2.6,i,i,i
COc1ccc(OC)c(S(=O)(=O)Nc2ccc(C)c(C)c2)c1,i,i,i,i,-0.2,i,i,8.6,i,i,i
COC(=O)/C(=C/c1ccccc1)NC(=O)c1ccco1,i,i,i,i,-0.9,i,i,11.0,i,i,i
CCNc1c(NS(=O)(=O)c2ccc(F)c(Cl)c2)c(=O)oc2ccccc12,i,i,i,i,0.5,i,i,10.1,i,i,i
COc1cc(/C=C(/Sc2nnc(-c3ccc(F)cc3)o2)C(=O)O)ccc1OC(F)F,i,i,i,i,-0.1,i,i,17.4,i,i,i
COc1ccc(N(C)S(=O)(=O)c2ccc(C)cc2)c([N+](=O)[O-])c1,i,i,i,i,-0.1,i,i,20.2,i,i,i
CC(C)(C)CC(C)(C)NC(=O)c1ccc2snnc2c1,i,i,i,i,-0.2,i,i,16.7,i,i,i
O=[N+]([O-])c1ccc2nc(NS(=O)(=O)c3ccc(F)cc3)sc2c1,i,i,i,i,0.0,i,i,11.5,i,i,i
Cn1c(=O)c2ccccc2n2c(=S)[nH]nc12,i,i,i,i,-0.1,i,i,26.2,i,i,i
CCC(C)C(=O)Nc1nnc(SCC(=O)N2C(C)CCCC2C)s1 (stereo unspecified),i,i,i,i,-0.2,i,i,27.2,i,i,i
Cc1n[nH]c(C)c1S(=O)(=O)N1CCN(c2ccccn2)CC1,i,i,i,i,-0.1,i,i,13.4,i,i,i
COc1ccc(-c2[nH]c(-c3ccc(SC)cc3)nc2SCC(=O)Nc2nccs2)cc1,i,i,i,i,0.1,i,i,21.0,i,i,i
O=C(/C=C/c1ccc(Cl)cc1)NCCN1CCOCC1,i,i,i,i,0.1,i,i,19.7,i,i,i
Cc1cc(C(=O)N/N=C/c2ccccc2)c(C)o1,i,i,i,i,1.7,i,i,-9.1,i,i,i
COc1ccc(NS(=O)(=O)c2cccc3nonc23)c(OC)c1,i,i,i,i,0.0,i,i,-6.4,i,i,i
CN1CCN(C(=O)C2=C[C@H](c3ccc(C(F)(F)F)cc3)C[C@H](OCc3ccc(CO)cc3)O2)CC1,i,i,i,i,0.0,i,i,9.9,i,i,i
CCOC(=O)c1cc(S(=O)(=O)NCCc2ccccc2)cn1C,i,i,i,i,-0.1,i,i,22.2,i,i,i
O=C(O/N=C(/c1ccccc1)c1ccncc1)c1ccc(F)cc1,i,i,i,i,-0.2,i,i,5.2,i,i,i
O=C(OCC(=O)N1CCCCC1)c1c[nH]c(=O)[nH]c1=O,i,i,i,i,-0.4,i,i,18.6,i,i,i
CCCn1c(C)cc(C(=O)CN2C(=O)c3ccccc3C2=O)c1C,i,i,i,i,1.0,i,i,15.6,i,i,i
COc1ccccc1CNC(=S)NCc1ccc(F)cc1,i,i,i,i,-0.1,i,i,5.5,i,i,i
C/C=C(/C)C(=O)O[C@@H]1[C@H](OC(C)=O)c2c(ccc3ccc(=O)oc23)OC1(C)C,i,i,i,i,0.9,i,i,7.2,i,i,i
COCCOC(=O)c1c(C)n(C)c2ccc(OC(=O)C3CC3)cc12,i,i,i,i,-0.3,i,i,5.6,i,i,i
Cc1ccc(NC(=O)CSc2nnc(-c3cc(C)[nH]n3)n2N)cc1,i,i,i,i,-0.2,i,i,8.0,i,i,i
Cc1cc(F)ccc1NC(=O)c1cc(S(=O)(=O)N2CCc3ccccc32)cn1C,i,i,i,-5.27*,-0.4,i,i,15.4,i,i,i
CCN(CC)CCNC(=O)CCc1nnc2ccc(N3CCC(C)CC3)nn12,i,i,i,i,-0.2,i,i,6.3,i,i,i
COc1ccc(/C=c2/sc3nc(-c4ccccc4)c(-c4ccccc4)n3c2=O)cc1,i,i,i,i,-0.1,i,i,24.0,i,i,i
Cc1cc(Cn2nc(-c3ccccc3)cc2C(=O)NCC2CC2)on1,i,i,i,i,-0.5,i,i,14.3,i,i,i
O=S(=O)(Nc1cccc(-c2cn3c(n2)SCC3)c1)c1ccccc1,i,i,i,i,-0.3,i,i,4.6,i,i,i
CCOC(=O)C(/C(C)=N/NC(=O)c1ccccc1[N+](=O)[O-])C(C)C (stereo unspecified),i,i,i,i,-0.1,i,i,13.4,i,i,i
O=C(CC(c1ccccc1)c1ccccc1O)NCCN1CCOCC1 (stereo unspecified),i,i,i,i,-0.4,i,i,28.2,i,i,i
CN1C2CCC1CC(NC(=O)c1ccc([N+](=O)[O-])cc1)C2 (stereo unspecified),i,i,i,i,0.6,i,i,6.6,i,i,i
CC(NC(=O)C1CCN(S(=O)(=O)c2cccc3cccnc23)CC1)c1ccccc1 (stereo unspecified),6.48*,i,i,i,-0.5,i,i,15.1,i,i,i
Cc1ccc(-n2c(SCC(=O)OC(C)C)nnc2-c2ccco2)cc1,i,i,i,i,-0.4,i,i,24.6,i,i,i
COc1ccc(CCNc2nnc(C)c(=O)[nH]2)cc1OC,i,i,i,i,-0.2,i,i,15.1,i,i,i
C=CCn1c(C(O)c2ccccc2)nc2ccccc21 (stereo unspecified),i,i,i,i,-0.4,i,i,13.3,i,i,i
Cc1nc(SCC(=O)Nc2ccc3c(c2)OCO3)c(C#N)c2c1CCCC2,i,i,i,i,0.8,i,i,11.2,i,i,i
Cn1c(=O)c2c(nc(NC(Cc3ccccc3)C(=O)O)n2Cc2ccccc2)n(C)c1=O (stereo unspecified),i,i,i,i,-0.4,i,i,27.4,i,i,i
Cc1cccc(NC(=O)N2CCCC(CNC(=O)c3ccccc3Cl)C2)c1C (stereo unspecified),i,i,i,i,-0.2,i,i,7.3,i,i,i
CCc1cccc(NC(=O)Cn2c(-c3ccccc3)cc(C(C)=O)c2C)c1,i,i,i,i,0.1,i,i,17.0,i,i,i
O=C(NCCOc1ccccc1Cl)C(=O)c1c[nH]c2ccccc12,i,i,i,i,0.8,i,i,?,i,i,i
Cc1ccc(C(=O)Nc2ncc(Cc3ccc(F)cc3)s2)o1,i,i,i,i,1.1,i,i,-19.6,i,i,i
Cc1ccc(C(=O)N/N=C\c2cccn2C)cn1,i,i,i,i,-28.8,i,i,-7.8,i,i,i
CCN1CCN(c2c(Cl)cccc2NC(=O)c2cccs2)CC1,i,i,i,i,0.1,i,i,6.2,i,39*,i
NS(=O)(=O)c1ccc(CNC(=O)/C=C/c2c(Cl)cccc2Cl)cc1,i,i,i,i,0.3,i,i,-1.6,i,i,i
COc1cccc(-n2nnnc2SCC(=O)Nc2ccc(OC)cc2OC)c1,i,i,i,i,2.2,i,i,6.6,i,i,i
Cc1cc([N+](=O)[O-])ccc1NC(=O)CSc1nccc(=O)[nH]1,i,i,i,i,0.2,i,i,17.9,i,i,i
Cc1cc(C)c2c(N)c(C(=O)NNC(=O)c3ccccc3)sc2n1,i,i,i,i,0.5,i,i,21.4,i,i,i
O=C(NNC(=S)NC(=O)c1ccccc1[N+](=O)[O-])c1ccccc1O,i,i,i,i,-0.2,i,i,4.9,i,i,i
Cc1ccc(CNS(=O)(=O)c2ccc3c(c2)C(C)(C)C(=O)N3C)cc1,i,i,i,i,-0.2,i,i,13.0,i,i,i
